Screens (PubChem)
PGC1a acetyl inh: lowers PGC1a acetylation signal in U2OS cells; AlphaScreen anti-acetyl-lysine; with virally co-expressed GCN5 acetyltransferase; inhibition, % at 15.6 µM; 350,000 compounds, 0.17% hits; AID 651687;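 active = every replicate shows inhibition of at least 40%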;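 note: 0% = neutral control wells and 100% = positive control wells; some results beyond the cut were filed as inactive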
Cneo AK release: Cryptococcus neoformans lysis via adenylate kinase release; C. neoformans lysis, adenylate kinase release luminescence, 4 h; normalised: neutral wells 0, clomiphene wells 100; 360,000 compounds, 0.2% hits; lysis activity, % at 15 µM;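 active = mean lysis activity across replicates of at least 80%, whatever share of replicates individually reach that level; inactive = mean lysis activity below 80%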
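Material – Cryptococcus neoformans yeast cells · Quantity – 5 × 10^6 yeast cells/mL · Buffer or medium – YPD medium · Compound – single dose · Timing – 4 h static compound exposure, 37 °C, read 1 h post-reagent · Signal – adenylate kinase release luminescence · Read-out basis – lysis from increased AK signal · Benchmarks – Clomiphene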
C2C12 statin: protects C2C12 myotubes from simvastatin toxicity; ATP luminescence, 48 h; scaled: DMSO 0, geranylgeraniol control 100; rescue of ATP level, % at 7.49 µM; AID 602340; 330,000 compounds, 0.78% hits;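 active = mean ATP rescue above about 67%, or every replicate alone reaching that limit, limit read from the data, passing the limit was not always enough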;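 note: myotubes were challenged with 10 µM simvastatin during compound exposure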
An asterisk follows results filed as active. The list is partial; rates above refer to the full screens.

Results for COc1ccccc1NS(=O)(=O)c1cccc(NC(=O)c2nc3nc(C)cc(C)n3n2)c1 ?
PGC1a acetyl inh: -8; Cneo AK release: 8; C2C12 statin: 126*

What do the screens show for `O=C(CCCC(=O)OCC(F)(F)C(F)F)Nc1nccs1`?
PGC1a acetyl inh: 0; Cneo AK release: 0; C2C12 statin: 6

What do the screens show for `COc1ccc2cc(C3(C)NC(=O)N(CC(=O)NCc4ccco4)C3=O)ccc2c1` (centres undefined)?
PGC1a acetyl inh: -5; Cneo AK release: -6; C2C12 statin: 0

What do the screens show for `CC(=O)Nc1ccc(S(=O)(=O)N[C@H](C(=O)O)C(C)C)cc1`?
PGC1a acetyl inh: 1; Cneo AK release: 2; C2C12 statin: 12

What do the screens show for `O=C1/C(=C/c2ccc(N3CCOCC3)o2)SC(=Nc2ccccc2)N1CCc1c[nH]c2ccccc12`?
PGC1a acetyl inh: 62*; Cneo AK release: 8; C2C12 statin: -169

Results for C=CCn1c(SCC(=O)NC2CCCCC2)nnc1C1CCCCC1 ?
PGC1a acetyl inh: -11; Cneo AK release: -2; C2C12 statin: -7

Results for COCCCn1c(=N)c(C(=O)NCC2CCCO2)cc2c(=O)n3ccccc3nc21 (centres undefined) ?
PGC1a acetyl inh: -18; Cneo AK release: 1; C2C12 statin: -29

Results for CCOC(=O)CC(=O)CSC1=C(C#N)C(c2ccccc2OC)CC(=O)N1 (centres undefined) ?
PGC1a acetyl inh: 7; Cneo AK release: 0; C2C12 statin: -4

Results for CCCS(=O)(=O)N1CCN(c2ccccn2)CC1 ?
PGC1a acetyl inh: 7; Cneo AK release: -4; C2C12 statin: 19

How did CCC(CCC(=O)Nc1cccc(C(=O)O)c1)C(=O)O (centres undefined) do in these assays?
PGC1a acetyl inh: 7; Cneo AK release: 1; C2C12 statin: -4

Results for COc1ccc(NC(=O)c2nc3nccc(C)n3n2)cn1 ?
PGC1a acetyl inh: -16; Cneo AK release: 6; C2C12 statin: -6

How did CC(=O)c1ccc(Oc2cc(C)nc(-n3nc(C)cc3C)n2)cc1 do in these assays?
PGC1a acetyl inh: 6; Cneo AK release: 1; C2C12 statin: -4

Filtered by structure, those above with a furan ring, fused or not.
What do the screens show for `COc1ccc2cc(C3(C)NC(=O)N(CC(=O)NCc4ccco4)C3=O)ccc2c1` (centres undefined)?
PGC1a acetyl inh: -5; Cneo AK release: -6; C2C12 statin: 0

What do the screens show for `O=C1/C(=C/c2ccc(N3CCOCC3)o2)SC(=Nc2ccccc2)N1CCc1c[nH]c2ccccc12`?
PGC1a acetyl inh: 62*; Cneo AK release: 8; C2C12 statin: -169

Quoted at random: 3 entries already listed.
Results for C=CCn1c(SCC(=O)NC2CCCCC2)nnc1C1CCCCC1 ?
PGC1a acetyl inh: -11; Cneo AK release: -2; C2C12 statin: -7

What do the screens show for `O=C(CCCC(=O)OCC(F)(F)C(F)F)Nc1nccs1`?
PGC1a acetyl inh: 0; Cneo AK release: 0; C2C12 statin: 6

Results for COCCCn1c(=N)c(C(=O)NCC2CCCO2)cc2c(=O)n3ccccc3nc21 (centres undefined) ?
PGC1a acetyl inh: -18; Cneo AK release: 1; C2C12 statin: -29

Following part.
What do the screens show for `CCCCOc1ccc(C(=O)N2CCCCCC2)cc1`?
PGC1a acetyl inh: -7; Cneo AK release: -1; C2C12 statin: -24

How did CCOC(=O)/C(=N/Nc1ccc(C)cc1)S(=O)(=O)c1ccc(Cl)cc1 do in these assays?
PGC1a acetyl inh: -34; Cneo AK release: -4; C2C12 statin: 1

What do the screens show for `O=C1CC(c2c[nH]c3ccccc23)C(=O)N1` (centres undefined)?
PGC1a acetyl inh: 0; Cneo AK release: -4; C2C12 statin: -9

What do the screens show for `NC1=NC2=C(CCCC2)C2(CCCCC2)S1`?
PGC1a acetyl inh: -11; Cneo AK release: 0; C2C12 statin: -41

How did O=[N+]([O-])c1ccccc1-c1ccc(/C=N/n2cnnc2)o1 do in these assays?
PGC1a acetyl inh: -4; Cneo AK release: 1; C2C12 statin: 4

Results for COc1ccccc1C(=O)Nc1ccc(-c2nnc(SCC(=O)O)n2C)cc1 ?
PGC1a acetyl inh: -1; Cneo AK release: -1; C2C12 statin: 0

How did CN1CCN(C(=O)c2ccc(N3CCCC3=O)cc2)CC1 do in these assays?
PGC1a acetyl inh: 6; Cneo AK release: 4; C2C12 statin: 16

How did NC1=NC(=O)C2(COC(c3ccccc3Cl)OC2)S1 (centres undefined) do in these assays?
PGC1a acetyl inh: -1; Cneo AK release: -2; C2C12 statin: 5

How did CCn1c(SCC(=O)N2CCc3ccccc32)nnc1-c1ccncc1 do in these assays?
PGC1a acetyl inh: 3; Cneo AK release: 8; C2C12 statin: -2

Results for Cc1ccc2cc(C(c3nnnn3CC3CCCO3)N3CCc4ccccc4C3)c(=O)[nH]c2c1 (centres undefined) ?
PGC1a acetyl inh: 0; Cneo AK release: 7; C2C12 statin: 3

What do the screens show for `COC(=O)c1cccc(NC(=O)CCSc2ccc(Cl)cc2)c1C`?
PGC1a acetyl inh: -11; Cneo AK release: 1; C2C12 statin: 3

How did Cc1cccc(-n2ncc3c(NCc4cccs4)ncnc32)c1 do in these assays?
PGC1a acetyl inh: -6; Cneo AK release: -4; C2C12 statin: -53

How did O=C(CN1C(=O)C2C3C=CC(C3)C2C1=O)Nc1cccc2c1CCCC2 (centres undefined) do in these assays?
PGC1a acetyl inh: 7; Cneo AK release: 1; C2C12 statin: 13

Results for CCOC(=O)COc1c(OC)cc(Cl)cc1C1Nc2ccccc2C(=O)N1c1cccc(C)c1 (centres undefined) ?
PGC1a acetyl inh: -4; Cneo AK release: 0; C2C12 statin: 36

How did O=C(Oc1ccc(-n2cnnn2)cc1)c1ccco1 do in these assays?
PGC1a acetyl inh: 12; Cneo AK release: -3; C2C12 statin: 10

Results for CCC(C)[C@H](NC(=O)NCc1ccccc1Cl)C(=O)OC (some centres undefined) ?
PGC1a acetyl inh: -5; Cneo AK release: 1; C2C12 statin: 2

What do the screens show for `COC(=O)c1[nH]c2ccccc2c1NC(=O)C(C)N1CCN(C(=O)c2ccco2)CC1` (centres undefined)?
PGC1a acetyl inh: -13; Cneo AK release: 2; C2C12 statin: -13

What do the screens show for `O=C(CC1CCCC1)Nc1nc2ccccc2[nH]1`?
PGC1a acetyl inh: 2; Cneo AK release: 2; C2C12 statin: 2

Results for CCOC(=O)N1CCC(NC(=O)c2cccc3c2C(=O)N(Cc2cccnc2)C3)CC1 ?
PGC1a acetyl inh: -1; Cneo AK release: 6; C2C12 statin: 0

What do the screens show for `CC(C)(C)N1CC(COc2ccccc2)OC1=O` (centres undefined)?
PGC1a acetyl inh: -1; Cneo AK release: -1; C2C12 statin: 3

What do the screens show for `CC(NC(=O)Nc1ccc2c(c1)OCO2)C1CCCO1` (centres undefined)?
PGC1a acetyl inh: -7; Cneo AK release: -2; C2C12 statin: 9

Results for O=C(NC(O)C(=O)c1cccs1)c1cccnc1 (centres undefined) ?
PGC1a acetyl inh: 36; Cneo AK release: -2; C2C12 statin: 12

Results for CNC(=S)Nc1ccc2nc(C)c(C)nc2c1 ?
PGC1a acetyl inh: 0; Cneo AK release: 31; C2C12 statin: -3

What do the screens show for `CCN(CC(=O)Nc1ccc(OC)c(OC)c1)S(=O)(=O)c1ccc(C)cc1`?
PGC1a acetyl inh: -17; Cneo AK release: 6; C2C12 statin: -2

What do the screens show for `Cc1ccc2nc(NCCCO)[nH]c2c1`?
PGC1a acetyl inh: -4; Cneo AK release: -1; C2C12 statin: 9

How did O=C(CSc1nnc(Nc2ccccc2)s1)Nc1ccc(S(=O)(=O)N2CCOCC2)cc1 do in these assays?
PGC1a acetyl inh: -17; Cneo AK release: -17; C2C12 statin: -3

What do the screens show for `CCOC(=O)C1CCCN(C2CC(=O)N(c3cccc(C)c3)C2=O)C1` (centres undefined)?
PGC1a acetyl inh: 5; Cneo AK release: 4; C2C12 statin: -4

How did CO/N=C/C(=N\Nc1ccc(OC)cc1)C(=O)c1ccc(OC)cc1 do in these assays?
PGC1a acetyl inh: 4; Cneo AK release: 0; C2C12 statin: 6

Results for CNC(=O)CSc1nc(-c2ccccc2)c(-c2ccccc2)[nH]1 ?
PGC1a acetyl inh: 22; Cneo AK release: -1; C2C12 statin: -19

What do the screens show for `CC(=O)c1nnn(-c2nc(N3CCCC3)nc(N(c3ccccc3)c3ccccc3)n2)c1C`?
PGC1a acetyl inh: 2; Cneo AK release: -3; C2C12 statin: 11

How did Cc1onc(-c2ccccc2Cl)c1C(=O)OCC(=O)N1CCCc2ccccc21 do in these assays?
PGC1a acetyl inh: -8; Cneo AK release: -2; C2C12 statin: 6

Results for OCCNCCCOc1ccc(Cl)cc1Br ?
PGC1a acetyl inh: -18; Cneo AK release: 0; C2C12 statin: -5

How did CC1CCN(c2cc(N3CCC(C)CC3)c([N+](=O)[O-])cc2/C=C(\C#N)c2nn(-c3ccccc3)c(N)c2C#N)CC1 do in these assays?
PGC1a acetyl inh: -46; Cneo AK release: 1; C2C12 statin: -4

What do the screens show for `Cc1ccccc1NC(=S)NCc1cccs1`?
PGC1a acetyl inh: 5; Cneo AK release: -5; C2C12 statin: -5

Results for CC(=O)Nc1ccc(S(=O)(=O)Oc2ccc(/C=N/NC(=O)c3ccc(Cl)cc3)cc2)cc1 ?
PGC1a acetyl inh: -34; Cneo AK release: -1; C2C12 statin: -65

What do the screens show for `COc1ccc(Cc2nn3c(-c4cc(OC)c(OC)c(OC)c4)nnc3s2)cc1`?
PGC1a acetyl inh: -15; Cneo AK release: -2; C2C12 statin: 1

Results for Cc1nnc(SCC(=O)NCc2ccco2)n1Cc1ccccc1 ?
PGC1a acetyl inh: 6; Cneo AK release: 1; C2C12 statin: 0

How did CC1CCN(S(=O)(=O)c2cccc(C(=O)Nc3ccccn3)c2)CC1 do in these assays?
PGC1a acetyl inh: -11; Cneo AK release: 0; C2C12 statin: 0

How did CCOC(=O)c1ccc(N2C(=O)C3C(C2=O)C(C(=O)c2ccc(Cl)cc2)N2CCCC32)cc1 (centres undefined) do in these assays?
PGC1a acetyl inh: 5; Cneo AK release: -3; C2C12 statin: -23

How did CC(=O)N1CCc2cc(S(=O)(=O)NC(C(=O)Nc3ccc4c(c3)OCCO4)C(C)C)ccc21 (centres undefined) do in these assays?
PGC1a acetyl inh: -1; Cneo AK release: 0; C2C12 statin: 1

Results for CCOC(=O)c1ccc(-n2c(N)c(C(=O)NCC3CCCO3)sc2=S)cc1 (centres undefined) ?
PGC1a acetyl inh: -16; Cneo AK release: 3; C2C12 statin: -4

How did Nc1cc(Cl)nc(N/N=C/c2ccccc2[N+](=O)[O-])n1 do in these assays?
PGC1a acetyl inh: -5; Cneo AK release: -1; C2C12 statin: 7

Results for Nc1nnc(SCCOc2cccc(Br)c2)s1 ?
PGC1a acetyl inh: -1; Cneo AK release: -2; C2C12 statin: 12

Results for CC(=O)c1c(C)[nH]c(C(=O)OCC(=O)NCCc2ccc(F)cc2)c1C ?
PGC1a acetyl inh: 18; Cneo AK release: 6; C2C12 statin: 10

What do the screens show for `CCN1CCN(c2cc(SC(C)C)nc(-c3ccc(OC)cc3)n2)CC1`?
PGC1a acetyl inh: -16; Cneo AK release: 17; C2C12 statin: -3

How did Cc1ccc2oc3nc(C)c(C(=O)Nc4cccc(C(F)(F)F)c4)cc3c(=O)c2c1 do in these assays?
PGC1a acetyl inh: -3; Cneo AK release: 0; C2C12 statin: -32

Results for CCOc1ccc(OCC)c(NC(=O)C2CCCN(S(=O)(=O)c3c(C)noc3C)C2)c1 (centres undefined) ?
PGC1a acetyl inh: 9; Cneo AK release: -2; C2C12 statin: -34

What do the screens show for `Cc1ccc(NC(=O)CSc2nc(O)cc(=O)n2C)cc1`?
PGC1a acetyl inh: -8; Cneo AK release: 1; C2C12 statin: 13

What do the screens show for `COc1ccc(OC)c(NC(=O)C2CCN(c3ncccn3)CC2)c1`?
PGC1a acetyl inh: -11; Cneo AK release: 0; C2C12 statin: -4

Results for CCCCOc1ccc(NC(=O)Cn2c(=O)ccc3c(C)cc(C)nc32)cc1 ?
PGC1a acetyl inh: -6; Cneo AK release: 0; C2C12 statin: -7

What do the screens show for `COC(=O)c1scc(C)c1NC(=O)c1cccc(C#N)c1`?
PGC1a acetyl inh: 5; Cneo AK release: -1; C2C12 statin: 1

What do the screens show for `COc1ccc(-n2c(SC3CCOC3=O)nc3ccccc3c2=O)cc1OC` (centres undefined)?
PGC1a acetyl inh: 0; Cneo AK release: 1; C2C12 statin: -3

Results for O=C(NCc1ccccc1)c1cc2ccccc2o1 ?
PGC1a acetyl inh: 8; Cneo AK release: -5; C2C12 statin: 17

How did CN(Cc1cccc(F)c1)C(=O)c1ccc(S(=O)(=O)C(F)F)cc1 do in these assays?
PGC1a acetyl inh: 7; Cneo AK release: -3; C2C12 statin: -1

What do the screens show for `Fc1ccc2c(c1)[C@H]1OCC[C@H]1[C@@H](c1ccco1)N2`?
PGC1a acetyl inh: -8; Cneo AK release: -2; C2C12 statin: 0

What do the screens show for `CCc1cc2cc(C)cc(C)c2nc1SCC(=O)N1CCCC1`?
PGC1a acetyl inh: 20; Cneo AK release: 0; C2C12 statin: -1

What do the screens show for `Cc1ccc(NC(=O)NC(=O)c2ccccc2)cc1F`?
PGC1a acetyl inh: -1; Cneo AK release: -2; C2C12 statin: -2

Results for Cc1[nH]c2ccccc2c(=O)c1SC(F)(F)C(F)C(F)(F)F (centres undefined) ?
PGC1a acetyl inh: 2; Cneo AK release: -1; C2C12 statin: 104*

Results for COc1cc(/C=N\Nc2nc3ccccc3o2)cc(OC)c1OC ?
PGC1a acetyl inh: -2; Cneo AK release: -1; C2C12 statin: -23
